# Screening data: PubChem BioAssay, several laboratories
# AP complement = alternative pathway complement inhibition, orthogonal assay; Human serum alternative complement pathway, LPS-coated ELISA, C3 deposition; tested in compound mixtures; inhibition, % at 5 µM; 0.08% of 62,000 active; AID 1235;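 active means inhibition above 30% in each of the two pooled mixtures holding the compound, so the lower value exceeds 30%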;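 further: 0% = serum in Mg-EGTA without compound and 100% = EDTA serum blank; some compounds past the cut are filed as inactive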
#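 Test system: human serum alternative complement pathway, C3 deposition on LPS-coated wells; also added: Plate-bound LPS; doses: 5 µM per compound in ten-compound mixtures; schedule: 1 h at 37 °C; detection: Anti-C3 ELISA, OD 450 nm; evaluation: percent inhibition of C3 deposition onto LPS; repeats: two pool placements per compound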
# SF1 activator = activates the human nuclear receptor SF-1 | Q13285 | CHO-K1 Gal4-SF-1 LBD luciferase reporter; % increase over DMSO SF-1-specific signal | activation, % at 10 µM | 1.9% of 65,000 active | AID 522;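 active means activation above the mean activation of all tested compounds plus 3 SD, cut at about 50% in these data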
#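 Test system: CHO-K1 cells with Gal4–hSF-1 LBD chimera plus Gal4-driven luciferase; Input: 4,000 cells/well; Compound: 10 µM only; Times: 20 h compound treatment, 37 °C; Measured by: steady-glow luciferase luminescence, read after 15 min reagent incubation; Measure: percent activation versus DMSO; Control set: DMSO and mock-transfected background; Replicates: one test per compound.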
# tolC growth inh = blocks growth of E. coli BW25113 tolC mutant; OD615; growth inhibition, % at 10 µM (by protocol); 2.2% of 65,000 active; AID 573;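 active means growth inhibition at or above a cutoff equal to the mean over every tested compound plus 3 SD, cut at about 60% in these data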;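 further: growth measured after 20 h incubation at 37 °C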
#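 System: E. coli ΔtolC::kan strain BW25113; Buffer or medium: LB broth supplemented with 50 µg/mL kanamycin; Compound: 10 µM final, single dose; Incubation: bacterial growth with compound for 20 h at 37 °C; Signal: A615 absorbance measurement; Evaluation: growth inhibition in percent.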
# RORa activator = RORA (human) activation | P35398 | CHO-K1 Gal4-RORA LBD luciferase reporter, luminescence; percent increase over mock-subtracted basal signal | activation, % at 10 µM | 1.5% of 65,000 active | AID 560;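 active means activation above the mean of all tested compounds plus 3 SD, cut at about 49% in these data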;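 further: 0% = DMSO-treated RORA cells and 100% = added signal equal to DMSO minus mock-transfected cells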
# Target sequence (P35398 whole entry, looked up, the tested form may be a part): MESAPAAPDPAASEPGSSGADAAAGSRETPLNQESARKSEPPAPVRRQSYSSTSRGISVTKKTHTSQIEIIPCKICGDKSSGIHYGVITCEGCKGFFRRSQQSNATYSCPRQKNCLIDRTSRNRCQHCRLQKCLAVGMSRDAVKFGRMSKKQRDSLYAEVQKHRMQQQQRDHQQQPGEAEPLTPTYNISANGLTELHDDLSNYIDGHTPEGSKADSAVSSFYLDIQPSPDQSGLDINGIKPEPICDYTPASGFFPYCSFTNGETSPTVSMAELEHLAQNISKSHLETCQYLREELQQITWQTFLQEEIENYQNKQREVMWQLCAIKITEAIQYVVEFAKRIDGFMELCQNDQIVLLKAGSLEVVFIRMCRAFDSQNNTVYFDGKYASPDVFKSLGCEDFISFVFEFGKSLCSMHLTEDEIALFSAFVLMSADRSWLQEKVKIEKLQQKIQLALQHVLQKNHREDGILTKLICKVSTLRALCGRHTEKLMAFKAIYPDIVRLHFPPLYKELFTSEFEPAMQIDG
# 5-HT1A blocker = antagonists of human 5-HT1a serotonin receptor | AID 612 | inhibition, % at 10 µM | CHO 5-HT1a Ga15 NFAT-bla reporter, antagonist mode | 0.68% of 62,000 active;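 active means inhibition above the mean of all tested compounds plus 3 SD, cut at about 43% in these data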;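 further: receptor stimulated by 5-CT agonist at 100 nM near EC80; beta-lactamase reporter measured by ratiometric fluorescence of a cleavable substrate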
# 5HT1E ag = agonists of human 5-HT1E serotonin receptor | CHO 5-HT1E Ga15 NFAT-bla reporter, FRET; 0% DMSO wells, 100% control agonist wells | activation, % at 6 µM | P28566 | 0.69% of 65,000 active;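 active means activation above a set limit, the screen-wide mean activation plus 3 SD, cut at about 8.5% in these data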;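 further: 100% = positive control agonist at 1 µM giving full maximal response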
# S1P1 ag pot = S1P1 (human) agonism or agonism potentiation. P21453. S1P1 CRE-bla cells, forskolin, beta-lactamase FRET, potentiator mode; S1P1 agonist co-added at EC20, 2 nM; 100% = saturating reference agonist, 0% = basal. activation, % at 9.5 µM. 0.57% of 56,000 active. AID 449;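 active means activation above a cutoff set at the mean activation of all tested compounds plus 3 SD, cut at about 54% in these data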;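 further: forskolin at 4 µM as EC80 and the EC20 agonist is SEW2871; 100% = SEW2871 at its EC100 plus forskolin at EC80; some compounds past the cut are filed as inactive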
# S1P3 ag = S1P3 (human) receptor agonism; Q99500; activation, % at 4.5 µM; S1P3 NFAT-BLA reporter cells, FRET ratio; relative to 1 µM S1P, basal subtracted; 0.1% of 60,000 active;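 active means activation above the screen-wide mean plus 3 SD, cut at about 4.5% in these data, passing the limit was not always enough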; further: some compounds called inactive have numbers as strong as hits
# Target sequence (Q99500 whole entry, looked up): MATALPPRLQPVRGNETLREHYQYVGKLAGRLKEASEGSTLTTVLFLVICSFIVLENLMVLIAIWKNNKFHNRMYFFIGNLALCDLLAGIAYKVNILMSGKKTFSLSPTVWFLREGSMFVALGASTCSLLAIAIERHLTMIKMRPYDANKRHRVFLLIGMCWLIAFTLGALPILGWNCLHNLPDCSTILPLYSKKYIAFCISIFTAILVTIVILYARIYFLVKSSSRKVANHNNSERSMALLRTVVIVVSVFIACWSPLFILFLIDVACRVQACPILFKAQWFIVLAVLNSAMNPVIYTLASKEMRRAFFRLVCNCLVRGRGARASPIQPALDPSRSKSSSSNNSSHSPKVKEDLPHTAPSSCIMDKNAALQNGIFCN
#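 Benchmarks: high control 1 µM S1P / System: stable CHO line with human S1P3, Gα16, NFAT-BLA reporter / Dosing: single compound concentration, 4.5 µM final / Timing: 4 h compound at 37 °C, 2 h substrate at RT / Measured by: FRET β-lactamase substrate fluorescence, excitation 405 nm, 460/535 nm emission ratio, background-subtracted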
# HTR1E antagonist = antagonists of human 5-HT1E serotonin receptor; P28566; CHO 5-HT1E Ga15 NFAT-bla reporter, FRET, antagonist; inhibition, % at 6 µM; 0.99% of 65,000 active;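 active means inhibition above a set limit, the mean inhibition across every tested compound plus 3 SD, cut at about 29% in these data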;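 further: signal is the 460 over 535 nm emission ratio of beta-lactamase substrate; 0% = agonist plus DMSO wells and 100% = wells without agonist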
# * = called active by the depositor; nt = not tested or not shown.
SMILES,AP complement,SF1 activator,tolC growth inh,RORa activator,5-HT1A blocker,5HT1E ag,S1P1 ag pot,S1P3 ag,HTR1E antagonist
CC(=O)C1(C)OC(N)=C(C#N)C(c2ccccc2)C1(C#N)C#N (centres undefined),9.7,-9.2,12.5,-0.7,nt,0.0,-9.5,-5.8,-5.7
CCOc1ccc(-c2nc(=S)[nH][nH]2)cc1,1.2,33.9,-3.4,26.2,2.8,0.3,4.8,-1.3,-4.4
COCCn1c(SCC(=O)Nc2cccc(C)c2)nnc1C(C)C,23.8,3.6,-0.8,26.1,-3.3,1.2,8.0,0.3,-5.6
CCn1c2ccccc2c2nnc(SCC(=O)Nc3cc(C)on3)nc21,5.3,10.4,5.7,0.3,-0.5,-0.8,-17.3,3.5,-0.3
N#CCCSc1ccccc1NC(=O)c1ccc(S(=O)(=O)N2CCCC2)cc1,7.0,25.7,4.2,-7.3,-3.5,0.9,0.8,-1.5,2.1
O=c1c2[nH]c3ccccc3c2ncn1C1CCCCC1,-2.8,20.5,5.1,61.1*,8.9,-1.2,-1.4,0.0,11.8
O=C(O)c1ccc(COCC(F)(F)C(F)F)o1,15.4,3.2,4.5,7.1,nt,0.5,-17.2,-2.5,-13.3
CC(C)=CC(=O)Nc1ccc2c(c1)OCO2,15.4,40.8,-10.1,8.4,1.8,-1.0,5.3,-1.2,-1.7
CC(C)c1ccc2oc(-c3cc(N)ccc3O)nc2c1,22.8,-59.8,6.3,-41.1,28.5,1.8,64.3*,-0.7,-2.3
N=c1ccn(Cc2ccc(Cl)c(Cl)c2)cc1,10.3,6.1,13.2,-16.4,-1.5,-0.3,-12.3,-1.5,-10.8
COC(=O)c1[nH]c2ccc(F)cc2c1NS(=O)(=O)c1ccc(OC)cc1OC,7.9,13.1,35.9,-5.5,0.6,0.1,-2.0,-1.1,-3.6
CN(C)CCSc1nnc2sc3ccccc3n12,-3.6,-15.3,-9.2,4.0,-10.6,0.2,-2.5,0.4,-6.9
CCc1ccc(C(=O)COC(=O)CNC(=O)c2ccco2)cc1,4.7,-13.8,14.0,-12.1,-3.2,0.8,-28.6,-1.3,-5.5
COC(=O)c1ccc(COc2ccc3c(C)c(C)c(=O)oc3c2)o1,0.9,-23.6,19.8,-3.4,11.0,0.2,nt,-1.2,-1.4
C=CCn1c(=O)c2ccccc2n2c(SCc3nnc(-c4ccccc4Br)o3)nnc12,21.1,-10.0,11.7,2.7,-10.3,-0.1,-24.6,-0.1,10.0

# 5 entries drawn at random from the list so far:
SMILES,AP complement,SF1 activator,tolC growth inh,RORa activator,5-HT1A blocker,5HT1E ag,S1P1 ag pot,S1P3 ag,HTR1E antagonist
O=c1c2[nH]c3ccccc3c2ncn1C1CCCCC1,-2.8,20.5,5.1,61.1*,8.9,-1.2,-1.4,0.0,11.8
N=c1ccn(Cc2ccc(Cl)c(Cl)c2)cc1,10.3,6.1,13.2,-16.4,-1.5,-0.3,-12.3,-1.5,-10.8
N#CCCSc1ccccc1NC(=O)c1ccc(S(=O)(=O)N2CCCC2)cc1,7.0,25.7,4.2,-7.3,-3.5,0.9,0.8,-1.5,2.1
COCCn1c(SCC(=O)Nc2cccc(C)c2)nnc1C(C)C,23.8,3.6,-0.8,26.1,-3.3,1.2,8.0,0.3,-5.6
CCc1ccc(C(=O)COC(=O)CNC(=O)c2ccco2)cc1,4.7,-13.8,14.0,-12.1,-3.2,0.8,-28.6,-1.3,-5.5

# Following part.
SMILES,AP complement,SF1 activator,tolC growth inh,RORa activator,5-HT1A blocker,5HT1E ag,S1P1 ag pot,S1P3 ag,HTR1E antagonist
Cc1cc(C(C)(C)C)cc(C)c1CC1=NCCN1,-10.2,0.4,3.9,-11.6,nt,89.1*,17.9,-4.1,-3.2
COc1ccccc1N1CCN(C/C(O)=C(\C#N)c2nc(-c3ccccc3)cs2)CC1,-7.8,-1.1,13.9,2.6,10.2,10.1*,23.6,-0.3,3.3
CN1c2ccccc2C(C)(C)C12CCCC(=O)N2 (centres undefined),-4.7,7.2,-25.5,15.8,-4.9,-0.6,3.5,-0.1,7.2
COc1ccc(Cc2nnc(SCc3c(C)noc3C)n2C2CCCCC2)cc1OC,15.3,12.3,8.4,2.0,6.7,0.3,-20.8,-0.3,-13.9
C=CCn1c(SCc2nc3ccccc3[nH]2)nnc1-c1ccccn1,7.7,14.7,7.3,-3.8,10.0,2.2,-29.9,0.2,14.8
COc1cc(C2N(c3ccc(F)cc3)C(=O)C3CCCN32)cc(OC)c1OC (centres undefined),-1.0,-9.8,-7.4,-5.5,2.6,0.5,5.5,1.0,5.2
OC12CCCCC1C(c1ccc3c(c1)OCO3)N(Cc1cccc(F)c1)CC2 (centres undefined),-4.8,10.9,27.8,10.7,28.1,-0.1,-7.5,0.3,-3.2
C=CCn1c(SCC(=O)NCC2CCCO2)nnc1C1CCCCC1 (centres undefined),-3.0,7.3,-4.9,-7.8,6.4,-0.1,28.4,-0.5,3.0
COC(=O)c1[nH]c2cccc(OC)c2c1NC(=O)CCN1CCN(c2cccc(Cl)c2)CC1,12.9,14.0,12.1,-12.2,21.9,1.1,3.0,0.1,-6.5
CCOC(=O)c1sc(=S)n(-c2ccccc2OC)c1N,6.0,19.8,-7.7,-12.0,14.4,-1.1,25.1,0.3,3.1
CSc1nc2cc(F)c(F)cc2n1C,3.8,-2.9,-22.5,-10.1,-1.7,-0.4,nt,-0.3,3.8
CCCCOC(=O)C(C)Nc1n[nH]c(=O)[nH]c1=O (centres undefined),7.1,7.2,-18.1,35.0,-14.4,0.6,1.3,0.7,-2.9
CCOC(=O)C1=C(O)C(=O)N(c2ccc(S(N)(=O)=O)cc2)C1c1ccc(OC)cc1 (centres undefined),15.2,-20.2,-20.6,3.2,5.3,0.0,-12.5,-0.9,-3.7
CC(=O)c1ccc(NC(=O)CN2C(=O)COc3ccc(Cl)cc32)cc1,18.1,6.4,5.6,-5.0,-2.1,-0.6,-11.0,0.7,9.0
Cc1nccn1-c1ccc(C(F)(F)F)cc1NC=O,4.5,5.8,-1.3,0.9,-2.5,-0.1,7.8,-1.0,6.3
OC(COc1ccc2ccccc2c1)CN1CCCC1 (centres undefined),10.9,-5.1,-8.9,14.3,-9.2,-0.4,8.2,-0.4,3.4
Cn1c(SCC(=O)c2ccc(F)cc2)nnc1-c1cnccn1,21.0,14.7,-11.7,20.2,3.5,-1.6,-0.5,-0.1,10.3
CCOC(=O)c1[nH]c(CSc2nnc(-c3ccncc3)n2CCOC)c(C(=O)OCC)c1C,18.5,1.9,15.1,5.3,-1.3,0.2,-23.2,-0.3,6.0
COc1ccc2oc(-c3ccccc3)c(C(N)=O)c2c1,5.9,-1.6,12.1,0.9,4.1,-0.4,7.3,-2.3,1.9
Cc1ccc(S(=O)(=O)N[C@H](C(=O)N2CCC(C(=O)NCC(=O)O)CC2)C(C)C)cc1,1.9,-6.2,4.6,6.2,10.3,0.5,10.1,-1.5,8.5
O=C(CN1CCN(C(=O)c2c(F)cccc2F)CC1)Nc1ccccc1F,-2.9,5.9,0.7,11.8,5.0,-0.1,15.4,-1.2,15.1
CN1CCN(CC#CCC(O)(c2ccccc2)C2CCCC2)CC1 (centres undefined),0.5,5.4,-20.9,-3.2,3.9,-0.1,nt,nt,8.6
Cc1cccc(CS(=O)(=O)Cc2ccc(C(=O)NCC3CCCO3)o2)c1 (centres undefined),4.5,-4.0,-3.5,23.4,-1.7,0.3,6.2,-0.1,-3.7
c1ccc(-c2nnc3sc(-c4cc5ccccc5o4)nn23)cc1,4.8,-18.1,-19.4,-16.3,-3.8,1.2,nt,-0.1,-11.8
Cc1ccc(-c2noc(CCC(=O)Nc3ccccc3N3CCN(C)CC3)n2)cc1,1.4,0.2,-13.4,19.5,5.2,2.8,-39.9,0.8,-3.6
CCOC(=O)/C=C1\SCC(=O)N1CC(=O)Nc1ccc2c(c1)CCC2,8.3,6.6,20.4,-0.5,-4.0,0.7,-17.0,-0.2,10.8
CCCCCCNC(=O)c1c(N)n(/N=C/c2ccco2)c2nc3ccccc3nc12,8.8,-1.3,-15.9,4.0,-7.6,3.4,-2.6,0.5,1.8
CCS(=O)(=O)n1nc(-c2ccccc2)nc1NCc1ccco1,8.5,-0.7,11.3,32.9,-6.3,0.2,-7.6,-0.5,2.1
C=CCSC1=C(C#N)C2(CCCCC2)C(C#N)C(=O)N1 (centres undefined),2.2,-6.0,3.2,-7.9,-3.1,-0.3,-23.0,-1.6,2.7
c1ccc(CSc2nnnn2-c2cccc3ccccc23)nc1,-5.9,-9.5,24.8,-7.7,0.1,-1.0,9.5,-0.7,6.3
O=C(c1ccc(COc2c(F)c(F)cc(F)c2F)o1)N1CCN(c2ccc(Cl)cc2)CC1,0.6,-28.0,62.2*,-24.0,5.9,-0.8,40.3,-0.7,-0.2
Clc1ccc(-c2nnc(-c3ccccc3Cl)o2)cc1,13.2,19.3,1.6,86.5*,17.4,-1.2,-5.2,-0.1,7.2
COc1ccc(C(CC(=O)O)NC(C)=O)cc1OC (centres undefined),30.3,9.0,-12.1,-27.2,-10.6,-0.3,-6.5,0.2,7.4
CC(=O)Nc1cccc(NC(=O)CSc2nnnn2C(C)C)c1,2.7,5.3,1.9,-4.0,9.9,-0.3,2.2,-0.2,1.7
Cc1cc(C(=O)OCC(=O)N2CCN(c3ccccc3)CC2)c2ccccc2n1,26.0,2.5,23.5,4.9,-6.2,1.0,14.1,0.3,-0.6
CCOC(=O)C1CCCN(C(=O)c2sc3nc(C)nc(N4CCOCC4)c3c2C)C1 (centres undefined),16.1,-10.8,-12.1,-0.6,-4.2,-1.2,-8.0,-0.2,-2.4
CN(C)S(=O)(=O)c1ccc(C(=O)NCc2cccs2)cc1,7.1,-1.9,-1.0,19.2,-4.1,-0.4,-2.0,0.8,-3.5
COc1ccc(C)cc1-n1nnnc1SCC1CCCCO1 (centres undefined),18.0,-4.7,11.0,-3.7,-7.3,0.0,3.5,-0.2,2.3
COc1cccc(OC)c1C(=O)N1CCN(c2c(Cc3ccccc3)c(C)nc3ncnn23)CC1,1.1,7.3,-0.1,-15.8,1.7,-0.7,6.3,0.6,-1.6
Cc1cccc(Cn2cnc3c(nnn3Cc3ccccc3F)c2=O)c1,10.2,13.3,31.2,19.3,7.6,-0.4,-9.0,-0.5,14.0
